Bioassay records from PubChem.
GPT2 inhibitor: inhibitors of human GPT2 alanine aminotransferase; Potency, µM (top dose mostly 57.7 µM), inactives show at the top dose activity change, negative = inhibition, usual class: inhibitors; Q8TD30; hit rate 0.25% among 100,000; AID 1671188; Recombinant GPT2, coupled pyruvate oxidase/HRP Amplex Red fluorescence; also: potency is read from the fitted curve at half-maximal effect; nearly all actives have a fitted effect of over 60% in size; many of its hits are not listed in these tables
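Inhibition is scored from Amplex Red fluorescence generated when pyruvate oxidase and HRP act on pyruvate released by GPT2. Reactions contain 10ng/uL enzyme, 250uM a-KG and 2mM L-alanine and run 30 min at room temperature.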
HEK293 viab: reduces viability of HEK-293 SNCA reporter cells. HEK-293-SNCA-luc viability, GF-AFC fluorescence, 24 h. Potency, µM (titrated, usually from 57.1 µM), inactives show at the highest dose activity change, negative = cytotoxicity, usual class: cytotoxic. hit rate 0.12% among 150,000. AID 1671193;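 also: potency is read from the fitted curve at half-maximal effect; 0% = DMSO-treated cells and -100% = medium-only wells without cells; nearly all actives have a fitted effect of over 30% in size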
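Cytotoxicity counterscreen: after 24 h compound treatment of genome-edited SNCA-luciferase HEK-293 cells, live-cell protease substrate GF-AFC read by fluorescence after 30 min; activity scaled between DMSO (0%) and medium-only (-100%), curves Hill-fitted.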
HEK293 tox: cytotoxic compounds in HEK 293 cells. Potency, µM (series often up to 115 µM), inactives show at the highest dose activity change, negative = cytotoxicity, most hits filed as inhibitors. hit rate 6.6% among 94,000. HEK 293 viability, ATP luminescence (CellTiter-Glo), 48-72 h. AID 1345083; also: potency is read from the fitted curve at half-maximal effect; nearly all actives have a fitted effect of over 60% in size
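ATP-coupled CellTiter-Glo luminescence served as viability read-out, recorded 10 min after reagent addition at room temperature. HEK 293 cells, 250 cells/well, had been incubated with pintool-transferred compound for 48 or 72 hr at 37 degree Celsius.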
NIH3T3 tox: cytotoxic compounds in NIH 3T3 cells; NIH 3T3 viability, CellTiter-Glo ATP luminescence, 48-72 h; Potency, µM (series often up to 96.7 µM), for inactives: top-dose activity change, negative = cytotoxicity, usual class: inhibitors; hit rate 4.3% among 94,000; AID 1345082; also: potency is read from the fitted curve at half-maximal effect; nearly all actives have a fitted effect of over 55% in size
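Luminescent ATP readout (CellTiter-Glo, 10 min RT) after 48 or 72 hr compound exposure of NIH 3T3 cells seeded at 400 cells/well in 1536-well format; quantitative HTS.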
FLuc inh: blocks purified firefly luciferase enzyme activity; P08659; purified P. pyralis luciferase, luminescence, biochemical; Potency, µM (series often up to 115 µM), without a hit: at the highest dose activity change, negative = inhibition, most hits filed as inhibitors; hit rate 2.5% among 76,000; AID 1347043; also: potency is read from the fitted curve at half-maximal effect; nearly all actives have a fitted effect of over 65% in size
Target sequence (P08659 whole entry, looked up): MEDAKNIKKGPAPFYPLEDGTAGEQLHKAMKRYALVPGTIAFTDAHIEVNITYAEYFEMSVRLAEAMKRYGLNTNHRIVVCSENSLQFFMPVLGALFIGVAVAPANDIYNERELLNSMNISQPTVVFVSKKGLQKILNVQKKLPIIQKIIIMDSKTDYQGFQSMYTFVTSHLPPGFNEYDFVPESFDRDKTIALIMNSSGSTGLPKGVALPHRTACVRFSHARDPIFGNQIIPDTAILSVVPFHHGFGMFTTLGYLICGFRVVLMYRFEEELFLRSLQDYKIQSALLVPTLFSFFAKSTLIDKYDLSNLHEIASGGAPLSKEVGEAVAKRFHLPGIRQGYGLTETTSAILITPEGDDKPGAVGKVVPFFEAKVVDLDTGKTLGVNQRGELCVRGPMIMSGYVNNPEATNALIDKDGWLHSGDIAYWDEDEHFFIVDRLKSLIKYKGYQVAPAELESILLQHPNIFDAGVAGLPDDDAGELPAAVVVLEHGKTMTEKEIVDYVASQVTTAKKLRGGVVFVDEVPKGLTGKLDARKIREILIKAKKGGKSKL
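Inhibitors were tested against purified firefly luciferase in a biochemical, low-substrate format (both substrates at 10uM) and luminescence measured with a CCD imager.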
IP6K1 inhibitor: blocks human inositol hexakisphosphate kinase 1; IP6K1 kinase, ADP-Glo luminescence, 2 h; stronger effect = lower value; activity change, % (series mostly up to about 58 µM); hit rate 0.81% among 140,000; AID 1645851; in the data active = activity change below about -25%
Target sequence (Q92551 whole entry, looked up): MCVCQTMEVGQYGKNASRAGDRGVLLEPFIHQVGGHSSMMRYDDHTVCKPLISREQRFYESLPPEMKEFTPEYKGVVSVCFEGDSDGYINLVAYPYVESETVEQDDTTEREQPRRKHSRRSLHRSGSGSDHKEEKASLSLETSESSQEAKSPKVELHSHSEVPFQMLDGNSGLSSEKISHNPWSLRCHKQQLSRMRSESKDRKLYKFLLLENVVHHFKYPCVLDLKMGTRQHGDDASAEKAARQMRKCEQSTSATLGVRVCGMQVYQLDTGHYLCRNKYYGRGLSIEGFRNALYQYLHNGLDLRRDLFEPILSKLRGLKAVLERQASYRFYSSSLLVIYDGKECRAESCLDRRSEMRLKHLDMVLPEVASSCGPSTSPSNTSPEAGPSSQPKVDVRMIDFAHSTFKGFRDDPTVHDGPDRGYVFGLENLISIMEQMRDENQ
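ADP-Glo luminescence measures ADP made by human IP6K1 during a 2 h RT reaction with ATP/IP6 (mix at 1.3 mM/130 uM); top library doses 57.5 and 19.1 uM final.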
SNCA expr inhib: inhibitors of alpha-synuclein (SNCA) gene expression; HEK-293 SNCA-luciferase knock-in, luminescence, 24 h; Potency, µM (series often up to 57.2 µM), for the others: at the highest dose activity change, negative = inhibition, actives largely listed as inhibitors; hit rate 0.17% among 140,000; AID 1671194;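 also: potency is read from the fitted curve at half-maximal effect; plate controls were DMSO cells for no effect and cell-free wells for full effect; nearly all actives have a fitted effect of over 45% in size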
The depositor's hits bear a star; [ ] = remark or other dose. Unless noted, calls follow the shape of the dose curve; as a rule, active = well fitted curve in the direction sought with a large enough effect; inconclusive = small, poorly fitted or top-dose-only effect, or another doubt; inactive = no such curve, though single readings can be large; an effect the other way counts as inactive or inconclusive. Unless noted, % is scaled to controls: 0 for no effect and ±100 for the full control effect.

Screening COc1ccc(C(=O)N2C[C@@H](CO)[C@H](NC(=O)c3ccccc3)C2)c(OC)c1 returned GPT2 inhibitor -3%, HEK293 viab 6%, HEK293 tox inconclusive, NIH3T3 tox -23%, IP6K1 inhibitor 11 and SNCA expr inhib 12%.
Screening O=C(NCC(c1cccnc1)N1CCOCC1)C(=O)Nc1ccc(F)cc1 (configuration not stated) returned HEK293 viab -5%, IP6K1 inhibitor -3 and SNCA expr inhib 118%[activator].
Screening COC(=O)c1cc2n(n1)CCN(C(=O)CNS(=O)(=O)c1cccs1)C2 returned GPT2 inhibitor -2%[11.5 µM], HEK293 viab -1%, HEK293 tox -6%, NIH3T3 tox -13%, FLuc inh 3%, IP6K1 inhibitor 8 and SNCA expr inhib -3%.
For CN1CC(n2ccnc2-c2cnc(-c3cccc4ccccc34)nc2)CCC1=O (configuration not stated) the results were GPT2 inhibitor -4%, HEK293 viab 4%, HEK293 tox -8%, NIH3T3 tox -13%, FLuc inh 3%, IP6K1 inhibitor 23 and SNCA expr inhib 6%.
CCCc1noc(-c2cn(C3CCN(C(=O)c4ccc(N(C)C)cc4)CC3)nn2)n1 was read as GPT2 inhibitor inactive, HEK293 viab -14%, HEK293 tox inconclusive, NIH3T3 tox -22%, FLuc inh 4%, IP6K1 inhibitor 9 and SNCA expr inhib inconclusive.
COCCN1C(=O)c2ccccc2C(C(=O)Nc2nc(C)cs2)C12CCCC2 (configuration not stated) was read as GPT2 inhibitor inactive, HEK293 viab -13%, HEK293 tox -1%, NIH3T3 tox -19%, FLuc inh 4%, IP6K1 inhibitor 16 and SNCA expr inhib 2%.
Screening CC(C)(C)OC(=O)N1CCC(c2c(C(=O)NCc3ccccc3)cnn2-c2cccc(F)c2)CC1 returned HEK293 viab -26%, IP6K1 inhibitor -21 and SNCA expr inhib inconclusive.
Screening NCc1ccccc1-c1nc2c([nH]1)CCNC2C(=O)O (configuration not stated) returned GPT2 inhibitor 1%, HEK293 viab 2%, HEK293 tox -18%, NIH3T3 tox inactive, FLuc inh 15%, IP6K1 inhibitor -5 and SNCA expr inhib -4%.
For COc1ccc(/C=C/CN2CCC(CCC(=O)Nc3ccccc3Cl)CC2)cc1 the results were GPT2 inhibitor -9%, HEK293 viab -11%, HEK293 tox inconclusive, NIH3T3 tox 79µM*, FLuc inh 3%, IP6K1 inhibitor 2 and SNCA expr inhib 1%.
O=C1CC(C(=O)O)C2(CCN(c3cc(C4CC4)ncn3)CC2)N1 (configuration not stated) was read as GPT2 inhibitor -25%, HEK293 viab -10%, HEK293 tox -1%, NIH3T3 tox inactive, FLuc inh -8%, IP6K1 inhibitor 1 and SNCA expr inhib inconclusive.
CCn1nc(CNC(=O)C(c2cccnc2)N2CCOCC2)c2ccccc21 (configuration not stated) was read as GPT2 inhibitor inactive, HEK293 viab 5%, HEK293 tox -21%, NIH3T3 tox -18%, FLuc inh -7%, IP6K1 inhibitor 9 and SNCA expr inhib 13%.
O=C1[C@@H]2C[C@@H](O)CN2C2(CN(Cc3cccnc3)C2)C(=O)N1Cc1cccc(Cl)c1 was read as GPT2 inhibitor -6%[88.5 µM], HEK293 viab -5%[87.6 µM], HEK293 tox inactive, NIH3T3 tox 3%[174 µM], FLuc inh 5%[172 µM], IP6K1 inhibitor 9 and SNCA expr inhib 4%[87.6 µM].
Screening CCCCOc1ccc(CNC(=O)c2ccc3c(c2)N(C)C(=O)C2CCCCN32)cc1 (configuration not stated) returned HEK293 viab -12%, IP6K1 inhibitor -4 and SNCA expr inhib 74%[activator].
COc1cccc(-c2ccc(CN3CCCC(NC(=O)c4cccnc4)C3)cc2)c1 (configuration not stated) was read as HEK293 tox 28µM*, NIH3T3 tox inconclusive and IP6K1 inhibitor -5.
`CC(C)N1CC(c2nc(-c3ccc4nc[nH]c4c3)no2)CC1=O` (configuration not stated) gave GPT2 inhibitor -2%, HEK293 viab -2%, HEK293 tox -2%, NIH3T3 tox inactive, FLuc inh -2%, IP6K1 inhibitor -6 and SNCA expr inhib -2%.
`O=C(CSc1nccn1Cc1ccc(Cl)cc1)Nc1ccc2c(c1)OCCO2` gave HEK293 viab -10%, IP6K1 inhibitor 4 and SNCA expr inhib inconclusive.
For CCCC(O)CN1CCC(=O)N(CC)Cc2ccccc21 (configuration not stated) the results were HEK293 tox inconclusive, NIH3T3 tox -22% and IP6K1 inhibitor 16.
CN1c2cc(C(=O)NC3CCCCC3)ccc2C(=O)N2CCCC21 (configuration not stated) was read as GPT2 inhibitor inactive, HEK293 viab -9%[12.5 µM], HEK293 tox -11%, NIH3T3 tox inconclusive, FLuc inh -11%, IP6K1 inhibitor 10 and SNCA expr inhib 2%.
Screening NCCCC(=O)N1CCCC2(Cc3ccccc3CN2C(=O)c2ccccc2)C1 (configuration not stated) returned GPT2 inhibitor 3%, HEK293 viab -18%, HEK293 tox inactive, NIH3T3 tox inactive, IP6K1 inhibitor 6 and SNCA expr inhib 17%.
Screening CCNc1nc(NC(C)CC)nc(Oc2ccc(OCC)nn2)n1 (configuration not stated) returned HEK293 viab -4%, IP6K1 inhibitor 4 and SNCA expr inhib 52%[activator].
`COCc1nc2nccc(-c3ccsc3)n2n1` gave GPT2 inhibitor inactive, HEK293 viab 2%, HEK293 tox -2%, NIH3T3 tox inactive, FLuc inh 8%, IP6K1 inhibitor -10 and SNCA expr inhib -17%.
For CCC(=O)O[C@H]1[C@H](O[C@@H]2[C@@H](C)[C@H](O[C@H]3C[C@@](C)(OC)[C@@H](O)[C@H](C)O3)[C@@H](C)C(=O)O[C@H](CC)[C@@](C)(O)[C@H](O)[C@@H](C)C(=O)[C@H](C)C[C@@]2(C)O)O[C@H](C)C[C@@H]1N(C)C the results were GPT2 inhibitor 1%, HEK293 viab -13%[23.9 µM], IP6K1 inhibitor -4 and SNCA expr inhib 34%[25.6 µM].
Screening COc1ccc(-c2nnc3n2CCN(C(=O)c2ccccc2)C3)cc1 returned GPT2 inhibitor inactive, HEK293 viab 0%, HEK293 tox 2%, NIH3T3 tox -15%, FLuc inh 6%, IP6K1 inhibitor 16 and SNCA expr inhib 4%.
Screening Cc1nc(N2CCCCC2)ncc1C(=O)N1C[C@@H](CN(C)C)C[C@H](CO)C1 returned GPT2 inhibitor inactive, HEK293 viab -1%, HEK293 tox -23%, NIH3T3 tox -2%, FLuc inh -6%, IP6K1 inhibitor -4 and SNCA expr inhib -4%.
`O=C(NCc1ccncc1)C1CC(=O)N(c2n[nH]c3cccc(F)c23)C1` (configuration not stated) gave GPT2 inhibitor inactive, HEK293 viab -2%, HEK293 tox -11%, NIH3T3 tox -11%, FLuc inh 0%, IP6K1 inhibitor -2 and SNCA expr inhib -3%.
O=C(NCc1cccc(Cl)c1)c1ccc2nccn2c1 was read as GPT2 inhibitor 4%[88.5 µM], HEK293 viab -16%[87.6 µM], HEK293 tox inconclusive, NIH3T3 tox -28%[138 µM], IP6K1 inhibitor -9 and SNCA expr inhib -6%[87.6 µM].
O=C(NCc1ccccn1)c1nn(-c2ccccc2F)nc1CO was read as HEK293 viab 7%, IP6K1 inhibitor 15 and SNCA expr inhib 10%.
Screening COc1ccc(C(=O)NC2CCN(c3nccc(Nc4ccccc4Cl)n3)CC2)cc1 returned GPT2 inhibitor inactive, HEK293 viab inconclusive, HEK293 tox -9%, NIH3T3 tox inconclusive, IP6K1 inhibitor -10 and SNCA expr inhib 1%.
COc1ccc(Cn2c(SCC(=O)NCc3ccccc3)nc3ccccc32)cc1 was read as HEK293 viab -1%, IP6K1 inhibitor -7 and SNCA expr inhib -14%.
For O=C(CCc1ccccc1)N1CCCC1c1nncn1C1CCCC1 (configuration not stated) the results were GPT2 inhibitor -25%, HEK293 viab 2%, HEK293 tox 3%, NIH3T3 tox -5%, IP6K1 inhibitor 6 and SNCA expr inhib 0%.

Reprinted at random: two records from the list
Screening COc1ccc(C(=O)NC2CCN(c3nccc(Nc4ccccc4Cl)n3)CC2)cc1 returned GPT2 inhibitor inactive, HEK293 viab inconclusive, HEK293 tox -9%, NIH3T3 tox inconclusive, IP6K1 inhibitor -10 and SNCA expr inhib 1%.
For CCC(=O)O[C@H]1[C@H](O[C@@H]2[C@@H](C)[C@H](O[C@H]3C[C@@](C)(OC)[C@@H](O)[C@H](C)O3)[C@@H](C)C(=O)O[C@H](CC)[C@@](C)(O)[C@H](O)[C@@H](C)C(=O)[C@H](C)C[C@@]2(C)O)O[C@H](C)C[C@@H]1N(C)C the results were GPT2 inhibitor 1%, HEK293 viab -13%[23.9 µM], IP6K1 inhibitor -4 and SNCA expr inhib 34%[25.6 µM].

Continuation:
Cc1ccc2nc(CO[C@H]3CN(C4CCCCC4)C[C@H]3F)[nH]c2c1 was read as GPT2 inhibitor 3%[88.5 µM], HEK293 viab 1%[87.6 µM], HEK293 tox -16%[172 µM], NIH3T3 tox -17%[138 µM], FLuc inh 8%[172 µM], IP6K1 inhibitor -7 and SNCA expr inhib -22%[87.6 µM].
Screening CCOc1ccc(-c2nnc(SCC(=O)Oc3ccccc3)o2)cc1 returned HEK293 viab -5%, IP6K1 inhibitor -9 and SNCA expr inhib inconclusive.
Screening COc1ccc(CCNC(=O)c2cc(-c3ccc(Cl)cc3)on2)cc1OC returned HEK293 viab -6%, IP6K1 inhibitor 30 and SNCA expr inhib -13%.
`COc1ccc(-c2noc(-c3cccn3CC(=O)N3CCN(c4ccccc4OC)CC3)n2)cc1F` gave GPT2 inhibitor inactive, HEK293 viab inconclusive, HEK293 tox inconclusive, NIH3T3 tox inconclusive, FLuc inh inconclusive, IP6K1 inhibitor -5 and SNCA expr inhib 94%[activator].
For CCn1cc(S(=O)(=O)N2C[C@@H](C(N)=O)[C@H](c3nc(COC)no3)C2)cn1 the results were GPT2 inhibitor inactive, HEK293 viab 2%, HEK293 tox 0%, NIH3T3 tox -14%, FLuc inh -14%, IP6K1 inhibitor 4 and SNCA expr inhib -5%.
O=C(c1cnn2cc(CCO)cnc12)N1CCCC(CCc2ccc(F)cc2)C1 (configuration not stated) was read as GPT2 inhibitor -1%, HEK293 viab 8%, HEK293 tox inconclusive, NIH3T3 tox inconclusive, FLuc inh 0%, IP6K1 inhibitor 12 and SNCA expr inhib -15%.
For CC(Cc1ccncc1)Nc1nccc(-c2cnn(-c3ccccc3F)c2)n1 (configuration not stated) the results were GPT2 inhibitor -7%, HEK293 viab -24%, HEK293 tox 35µM*, NIH3T3 tox inconclusive, FLuc inh inconclusive, IP6K1 inhibitor 9 and SNCA expr inhib -16%.
Cc1cccc(CN2C(=O)c3ccccc3Sc3ccc(C(=O)NCCc4ccccc4)cc32)c1 was read as HEK293 viab -9%, IP6K1 inhibitor 2 and SNCA expr inhib -13%.
COc1cc2ncnc(Oc3ccc(CC(=O)Nc4cnn(C(C)C)c4)cc3)c2cc1OC was read as GPT2 inhibitor inactive, HEK293 viab -5% and IP6K1 inhibitor 1.
Screening COc1ccc2c(c1)C(C(=O)Nc1cc([S+](=O)([O-])N3CCOCC3)ccc1C)=CC(C)(C)CO2 returned HEK293 tox inconclusive, NIH3T3 tox -25% and IP6K1 inhibitor 9.
